procasp7 counter = counter-screen for procaspase-3 activators: activators of human procaspase-7 | P55210 | recombinant procaspase-7, Ac-DEVD-pNA absorbance 405 nm; D23A/D198A/D206A triple mutant, cannot self-cleave; scale: DMSO 0, 5 µM enzyme 100 | activation, % at 8.5 µM | hit rate 0.093% among 330,000 | AID 463210;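 active means percent activation above the screen-wide mean plus 3 SD, cut at about 25% in these data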
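Assay system – Uncleavable procaspase-7 mutant enzyme · Quantity – 2 µM procaspase-7 mutant as dispensed · Times – 1 h preincubation, 2 h reaction · Dosing – single nominal 8.5 µM compound dose, 0.8% DMSO final · Buffer or medium – Zinc-free 50 mM HEPES buffer, pH 7.4, with NaCl and Triton X-100 · Detection – Epi-absorbance of released pNA at 405 nm, two timepoints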
CR mimetic SO = lowers age-related superoxide in aged yeast cells; S. cerevisiae aged cells, superoxide DHE fluorescence; stronger effect = lower value; superoxide response (% of plate mean), % at 10 µM; hit rate 0.18% among 330,000;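 active means superoxide response under a set limit, about three screen SD below normal, cut at about 65% in these data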;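 further: yeast aged for seven days with compound at 30 °C before DHE staining; 100% = average MFI of all compound-treated wells on the plate with controls excluded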
AHR activator = activators of human aryl hydrocarbon receptor; P35869; AHR-responsive luciferase reporter cells, luminescence; activation, % at 5 µM; hit rate 2.5% among 320,000; AID 2796; in the data active means activation above about 47%;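 further: 0% = vehicle wells and 100% = reference agonist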
Target sequence (P35869 whole entry, looked up): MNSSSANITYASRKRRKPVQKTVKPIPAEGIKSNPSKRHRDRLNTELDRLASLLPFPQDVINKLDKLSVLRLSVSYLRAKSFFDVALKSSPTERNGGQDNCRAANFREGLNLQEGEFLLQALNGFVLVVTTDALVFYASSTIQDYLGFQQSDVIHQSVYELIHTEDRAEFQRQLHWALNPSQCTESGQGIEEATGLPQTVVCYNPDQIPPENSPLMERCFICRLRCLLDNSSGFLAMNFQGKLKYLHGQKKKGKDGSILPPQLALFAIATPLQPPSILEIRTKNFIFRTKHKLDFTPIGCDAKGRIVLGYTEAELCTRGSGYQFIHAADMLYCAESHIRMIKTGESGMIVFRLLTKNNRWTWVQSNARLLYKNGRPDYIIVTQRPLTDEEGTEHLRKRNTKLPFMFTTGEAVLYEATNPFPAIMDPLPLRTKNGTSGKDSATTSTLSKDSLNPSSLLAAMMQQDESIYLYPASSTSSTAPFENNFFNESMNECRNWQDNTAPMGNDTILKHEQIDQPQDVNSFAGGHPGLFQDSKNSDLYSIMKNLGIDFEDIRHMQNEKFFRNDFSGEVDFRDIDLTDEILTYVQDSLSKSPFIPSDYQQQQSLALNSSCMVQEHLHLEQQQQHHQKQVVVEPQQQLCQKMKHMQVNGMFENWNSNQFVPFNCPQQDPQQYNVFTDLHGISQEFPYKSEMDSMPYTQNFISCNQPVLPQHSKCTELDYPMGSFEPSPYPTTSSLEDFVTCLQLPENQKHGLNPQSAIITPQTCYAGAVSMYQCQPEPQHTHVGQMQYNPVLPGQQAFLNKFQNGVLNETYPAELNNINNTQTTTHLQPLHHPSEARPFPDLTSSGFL
JMJD2C inh = human JMJD2C demethylase inhibition. Q9H3R0. hit rate 0.069% among 330,000. inhibition, % at 2.35 µM. GST-JMJD2C(1-420) H3K9me3 demethylation, DELFIA europium;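 active means more than half of a compound's replicate wells show inhibition beyond 50%, single wells judged on their own value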;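 further: signal counts dimethyl H3K9 product captured on neutravidin plate; 0% = median of DMSO wells and 100% = 0.3 times that DMSO median; strong numbers were not always called active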
RPL19A TOR yeast = yeast TOR pathway RPL19A-GFP modulation | S. cerevisiae RPL19A-GFP strain, flow cytometry, 3 h; stronger effect = lower value | percent response vs DMSO, % at 10 µM | hit rate 0.3% among 330,000 | AID 2025;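 active means percent response vs DMSO below 50%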;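 further: median channel GFP fluorescence of the barcoded RPL19A-GFP strain; ratio of sample median GFP to plate DMSO average so 100% = DMSO; lower means less RPL19A-GFP as with rapamycin TOR inhibition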
MEP2 TOR yeast = yeast TOR pathway MEP2-GFP modulation; S. cerevisiae MEP2-GFP strain, flow cytometry GFP, 3 h; 100% = DMSO control level; GFP response vs DMSO, % at 10 µM; hit rate 0.51% among 330,000; AID 2016;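 active means GFP response versus DMSO above a set limit, roughly screen mean plus 3 SD, cut at about 180% in these data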;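 further: median GFP fluorescence of the barcode-gated MEP2-GFP cells per well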
LAP4-GFP MLPCN = modulators of TOR pathway LAP4-GFP in S. cerevisiae. S. cerevisiae LAP4-GFP multiplex, flow cytometry GFP, 3 h; median GFP as percent of DMSO wells. GFP response vs DMSO, % at 10 µM. hit rate 0.34% among 320,000. AID 2023;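 active means GFP response vs DMSO above a set limit, about the screen mean plus 3 SD, cut at about 150% in these data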
proCasp3 act = activators of human procaspase-3; P42574; recombinant procaspase-3 D3A, Ac-DEVD-pNA absorbance 405 nm; activation, % at 8.5 µM; hit rate 0.11% among 330,000;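 active means activation above the mean of all tested compounds plus 3 SD, cut at about 21% in these data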;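 further: 0% = DMSO alone and 100% = DMSO wells spiked with extra 5 µM PC-3 D3A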
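material = Procaspase-3 D3A mutant | probe or stimulus = Ac-DEVD-pNA | compound = single dose, 8.5 µM nominal compound, 0.8% DMSO | timing = 1 h preincubation, 2 h reaction | measured by = 405 nm absorbance of p-nitroaniline, reads at 0 and 120 min | benchmarks = DMSO-only low control, 5 µM PC-3 D3A high control | repeats = singlicate, each compound tested once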
* hit, by the source's call; . = not tested or not shown; [ ] = remark or other dose.

SMILES	procasp7 counter	CR mimetic SO	AHR activator	JMJD2C inh	RPL19A TOR yeast	MEP2 TOR yeast	LAP4-GFP MLPCN	proCasp3 act
COC(=O)CN1C(=S)N(c2ccc(OC)cc2)C(=O)/C1=C/c1ccc(OC)cc1	0	112	3	14	102	98	103	8
CN(CCC#N)C(=O)CC1(Cc2ccccc2)CCOC(C)(C)C1 (stereo unspecified)	11	103	0	-1	105	98	103	-5
CCS(=O)(=O)N1CCN(c2c(Cl)cccc2[N+](=O)[O-])CC1	0	105	-3	2	101	102	102	-2
O=C(CCc1ccc(S(=O)(=O)NC2CCCCC2)cc1)N(Cc1ccccc1)Cc1ccccc1	-2	117	0	-14	101	106	103	2
c1ccc(-c2ccccc2-c2nc(-c3ccncc3)no2)cc1	-1	101	6	11	97	93	90	-4
COc1ccc(S(=O)(=O)N2CCC[C@H]2C(=O)NCc2ccc(Cl)cc2)cc1	3	100	5	11	109	107	102	-1
Cc1cc(OCC(=O)N2CCOCC2)ccc1NC(=O)c1ccccc1C	3	88	-2	-11	109	94	92	3
CC(NS(=O)(=O)c1ccc(Br)cc1)C(=O)NC1CCCCCC1 (stereo unspecified)	.	90	.	-16	105	100	81	.
COc1cccc(CNc2ccc3[nH]c(=O)[nH]c3c2)c1OCc1ccccc1	.	95	.	2	102	101	94	.
COC(=O)c1ccc(C(=O)NN)cc1	2	85	-2	-8	98	98	111	11
COc1cccc(-c2noc(-c3ccc4c(c3)OCO4)n2)c1	3	98	25	4	93	103	100	2
Cc1cccc(C)c1OC(=O)CSc1nnc(-c2ccccc2)o1	3	98	0	14	106	112	105	2
CC1CCN(S(=O)(=O)c2ccc(S(=O)(=O)N3CCC4(CC3)OCCO4)cc2)CC1	-2	111	0	-8	104	107	96	8
CC(=O)Nc1ccc(S(=O)(=O)NCC2CCC(C(=O)NC3CCCCCC3)CC2)cc1 (stereo unspecified)	11	99	2	-2	104	104	93	-6
O=C(NC1CCN(Cc2ccccc2)CC1)c1ccccc1F	1	108	0	-30	102	110	94	4

Some entries already given, limited to LAP4-GFP MLPCN:
Molecule	LAP4-GFP MLPCN
COc1ccc(S(=O)(=O)N2CCC[C@H]2C(=O)NCc2ccc(Cl)cc2)cc1	102
Cc1cc(OCC(=O)N2CCOCC2)ccc1NC(=O)c1ccccc1C	92
CC(NS(=O)(=O)c1ccc(Br)cc1)C(=O)NC1CCCCCC1 (stereo unspecified)	81

The listing continues:
SMILES	procasp7 counter	CR mimetic SO	AHR activator	JMJD2C inh	RPL19A TOR yeast	MEP2 TOR yeast	LAP4-GFP MLPCN	proCasp3 act
CCN1C(=O)CC(n2c(C)nc3ccccc32)C1=O (stereo unspecified)	-3	104	0	28	95	95	94	3
CCn1c(C)c(C(C)=O)c(N2CCN(c3ccccc3)CC2)nc1=S	7	89	10	-25	101	104	106	4
CCCCOc1ccc(C(=O)NCC(=O)NCCOc2ccccc2OC)cc1	11	85	2	13	95	97	111	8
CCC(C)(C)NC(=O)C(c1ccncc1)N(C(=O)c1sc(C)nc1C)c1ccc(C)cc1 (stereo unspecified)	4	120	1	-45	108	106	106	-8
COc1cc(C(=O)NC(=S)NNC(=O)c2ccc3c(c2)OCO3)cc(OC)c1OC	-12	107	3	-3	98	104	115	-7
COc1ccc2c(c1)OC[C@H]1[C@H]2N2C(=O)CN(Cc3ccc(C)cc3)C(=O)[C@@]2(C)[C@H]1c1ccccc1	10	106	-2	-5	98	103	100	4
CCOC(=O)c1ccc(-c2ccc(/C=N/NC(=O)CN(c3cccc(C)c3)S(C)(=O)=O)o2)cc1	-1	111	5	4	103	123	101	3
CCc1cc(=O)oc2cc(OC(C)C(=O)NCC3CCC(C(=O)O)CC3)c(Cl)cc12 (stereo unspecified)	1	112	0	-2	102	102	108	2
Cc1cc(CNC(=O)Cn2cc([N+](=O)[O-])cn2)c2ccccc2n1	10	110	3	-5	99	101	100	6
S=c1[nH]nc(-c2ccc3ncccc3c2)n1-c1ccc2c(c1)OCCO2	-11	97	15	-3	99	97	103	0
CCN(CC)CCn1c2c(c(SCC(=O)Nc3cccc4ccccc34)nc1=O)CCCC2	8	115	3	7	87	92	95	-2
CS(=O)(=O)N(CC(=O)NCCSC1CCCCC1)c1ccccc1	10	116	0	2	110	106	102	7
COCCN(C(=O)CCCc1nc2ccccc2s1)c1c(N)n(CC(C)C)c(=O)[nH]c1=O	-17	106	6	-1	91	96	93	-8
COc1ccc(OC(C)C(=O)N2CC(C)OC(C)C2)cc1 (stereo unspecified)	6	91	-2	0	105	102	99	-3
C=CCOC(=O)C1=C[C@@H](c2ccc(Br)cc2)C[C@@H](OCc2ccc(CO)cc2)O1	-12	.	4	6	.	.	.	2
O=S(=O)(/C=C/c1ccccc1)Nc1ccc(N2CCOCC2)cc1	8	103	4	-10	98	105	101	3
COc1ccc(CNc2nc3ccccc3n2C)c(OC)c1	3	99	26	6	101	101	107	2
CCOc1ccc(C(=O)Nc2ccc(S(=O)(=O)N3CCOCC3)cc2)cc1OCC	-2	93	2	6	98	100	86	-7
CCn1c(-c2csc(C(C)C)c2)n[nH]c1=S	-27	74	6	4	99	95	93	-19
CCC(=O)N1C(=O)CCN(C(C)=O)c2ccccc21	-8	107	2	27	92	96	95	0
Cc1nc(NC(=O)COC(=O)C2CC3CCCC(C2)C3=O)c(Cl)cc1Cl (stereo unspecified)	2	110	1	-1	97	97	90	8
CCN(CC)S(=O)(=O)c1ccc2nnn(O)c2c1	-2	85	8	8	96	113	108	0
Cc1ccc(-c2nnn3c2nc(NC(C)C)c2ccccc23)cc1	9	98	21	-10	97	108	99	13
O=C(CN1C(=O)NC2(CCOc3ccccc32)C1=O)c1ccc(Cl)cc1 (stereo unspecified)	6	102	1	5	88	97	100	5
O=C(NNC1=Nc2ccccc2SC1)c1ccc(Cl)cc1	5	84	25	29	100	93	112	-7
CC1Cc2ccccc2N1C(=O)COC(=O)c1c2c(nc3ccccc13)CCCCC2 (stereo unspecified)	-5	95	2	-1	98[may fluoresce green]	104[may fluoresce green]	111[may fluoresce green]	-2
CCOC(=O)N1CCN(C(=O)CSc2ccc(-c3ccc(OC)c(OC)c3)nn2)CC1	-2	100	5	19	101	95	103	-1
CCC(=O)N(C)/C=C1\Sc2ccccc2C1=O	-6	100	17	3	100	101	120	-7
COc1ccccc1N1CCN(C(=O)c2ccc(COc3cccc4c3OC(C)(C)C4)cc2)CC1	8	103	2	-13	95	106	106	2
CCN(CC)S(=O)(=O)c1cccc(NC(=O)CNC2CCCCCC2)c1	4	93	2	9	96	95	118	10
COc1ccccc1NC(=O)NNC(=O)c1ccc(-c2ccccc2)cc1	-3	103	-5	1	97[may fluoresce green]	107[may fluoresce green]	95[may fluoresce green]	0
NC(=S)NC(=O)/C=C/c1ccccc1	-12	116	-6	-3	99	96	100	-7
CCOC(=O)c1ccc(NC(=S)NCc2ccc(S(N)(=O)=O)cc2)cc1	-10	109	-3	-10	105	109	101	2
O=C(/C=C/c1ccccc1[N+](=O)[O-])N1CCc2ccccc2C1	6	90	38	4	100	96	90	-4
C/C(Cn1cnc([N+](=O)[O-])n1)=N\NC(=O)c1ccc(F)cc1	-5	111	28	19	100	100	101	5
COc1ccc(CC(=O)NCC(=O)Nc2ccccc2Br)cc1	-2	96	1	-2	102	107	108	-6
CCCc1ccc(S(=O)(=O)Nc2ccc(C)c(NS(C)(=O)=O)c2)cc1	2	101	-2	2	102	107	106	7
COC(=O)c1nc(N)sc1-c1ccccc1	1	102	5	1	103	108	105	4
O=S(=O)(c1ccc(Cl)cc1)N1CCN(Cc2ccncc2)CC1	9	96	2	-12	99	99	96	5
COC(=O)CCC/C=C1/SCC(NC(=O)c2ccccc2)/C1=N/O (stereo unspecified)	11	101	-1	-3	102	102	101	-4
C=CCN(CC=C)C(=O)c1cccc(OC2CCN(S(=O)(=O)N(C)C)CC2)c1	5	105	-1	5	96	103	79	2
CCN(CC)S(=O)(=O)c1ccc(C(=O)Oc2coc(CSc3nc(C)cc(C)n3)cc2=O)cc1	0	98	0	-8	105	107	99	5
Cc1ccnc(NC(=O)c2ccc(S(=O)(=O)N3CCCCCC3)cc2)c1	0	91	1	-1	92	90	116	14
CCc1ccccc1Nc1nc(N)nc(CSCC(=O)c2cc(C)n(C)c2C)n1	-14	98	4	5	95	129	104	-2
O=C(OCC(=O)N1CCN(c2ccccc2)CC1)c1ccccc1OC(F)F	5	93	0	8	96	97	107	7
CN(CCc1ccccc1)C(=O)c1cc(COc2ccc(F)cc2Cl)on1	-1	108	2	8	108	107	92	6
CC(NC(=O)c1ccco1)C(=O)N1CCN(c2cccc(Cl)c2)CC1 (stereo unspecified)	5	92	17	4	99	96	100	0
O=c1c2ccccc2[nH]c(=S)n1CCCN1CCC(Cc2ccccc2)CC1	5	97	2	-4	101	104	99	2
CN(C)S(=O)(=O)c1ccc(Cl)c(NC(=O)COC(=O)c2ccc(O)cc2)c1	1	121	-1	-3	101	110	99	4
CCOCCC(=O)Nc1nnc(CCc2ccccc2)s1	.	98	.	-9	101	102	97	.
NC(=O)C1CCN(C(=O)N2c3ccccc3Sc3ccccc32)CC1	5	125	1	-17	101	102	107	-2
COc1ccc2c(Cl)c(C(=O)NCc3ccco3)sc2c1	4	107	-3	10	99	104	110	5
CCOC(=O)[C@H]1[C@H]2COc3cc(OC)ccc3[C@@H]2N2C(=O)N(c3cccc(Cl)c3)C(=O)[C@@]12C	-1	91	3	0	91	94	117	3
CC(C)NC(=O)COc1ncnc2sccc12	15	86	-2	-1	90	94	99	9
COCC1CCN(C(=O)CCc2nnc(C3(c4ccc(Cl)cc4)CCC3)o2)C1 (stereo unspecified)	3	93	1	-18	100	100	111	4
Cc1ccc(C(=O)NC(C)c2ccc3c(c2)OCO3)s1 (stereo unspecified)	9	113	3	9	103	102	101	6
CN(C)c1ccc(-c2noc(C3CCN(C(=O)Nc4ccc(Cl)cc4)CC3)n2)cc1	12	90	1	1	102	102	115	1
CCN(CC)C(=O)N1c2ccccc2C=Cc2ccccc21	-4	83	0	9	98	97	90	0
CC1CCC2C(=O)N(c3ccccc3OC(=O)c3ccccc3F)C(=O)C2C1 (stereo unspecified)	10	89	22	-1	99	96	106	6
CCOc1ccc(CCNC(=O)c2ccc(N3CCCC3=O)cc2)cc1OCC	4	99	-1	14	103	108	100	7

More results follow:
SMILES	procasp7 counter	CR mimetic SO	AHR activator	JMJD2C inh	RPL19A TOR yeast	MEP2 TOR yeast	LAP4-GFP MLPCN	proCasp3 act
Cc1ccccc1CN1[C@@H](C(C)C)COCCS1(=O)=O	-1	100	2	0	101	99	97	5
CC(C)N1CCC2(CC1)C(C#N)=C(N)NC(S)=C2C#N	-11	93	6	-1	102	109	98	-4
COc1ccc(NC(=O)CN(C)C(=O)c2cc(C)on2)cc1	12	102	1	-6	102	107	113	2
CCOc1ccccc1NC(=O)COC(=O)C1CC1	7	96	2	-14	113	105	109	1

High-throughput results (PubChem BioAssay)
